AI-2 QS mod: modulators of Vibrio harveyi AI-2 quorum sensing system. activity change, % at 7.5 µM. hit rate 0.4% among 300,000. Vibrio harveyi JMH597 AI-2 luminescence/OD600 ratio, 9 h; active compounds read low; strain lacks LuxN and CqsS sensors; 0 = neutral-control median. AID 2094; in the data active = activity change below about -75%, passing the limit was not always enough;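 note: luminescence divided by OD600 gain over 9 h not by final OD600 alone; inactives centre near 13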
MrgX1 ag: agonists of human MrgX1 receptor; Q96LB2; MrgX1-HEK293 cells, Fluo-4 calcium fluorescence, agonist mode; active compounds read high; B-score at 10 µM; hit rate 0.44% among 310,000;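 active = calcium response B-score plate-corrected fluorescence ratio at least 3 library SD, with starting fluorescence B-score inside 5 SD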
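Material: MrgX1-expressing HEK293 cells / Dosing: compound as first of three additions / Incubation: overnight seeding, then 1 h dark dye loading / Signal: Fluo-4 NW calcium fluorescence / Evaluation: B-scored fluorescence response ratio / Benchmarks: positive and negative control wells on each plate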
PolyA inh: inhibitors of polyadenylation in S. cerevisiae; S. cerevisiae SKY197-pL101 polyadenylation reporter, beta-gal luminescence; efflux-impaired pdr1/pdr3 knockout yeast; score 100 = 6 SD above DMSO; calls only at 12 µM; hit rate 0.02% among 300,000; AID 1875;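 active = lowest replicate activity score at least 50, where 100 means six control SD above control mean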;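 note: yeast exposed to compound for 9 h at 30 °C; higher score means more reporter readthrough which indicates perturbed polyadenylation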
TRPC4 block: inhibitors of mouse TRPC4 channel | Q9QUQ5 | HEK293 TRPC4beta/mu-opioid, DAMGO-evoked Fluo4 calcium flux; active compounds read low | B-score at 10 µM | hit rate 0.39% among 300,000 | AID 2247;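 active = B-score over 3 SD under the library average, no early fluorescence shift, positive overall ratio signal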
Target sequence (Q9QUQ5 whole entry, looked up): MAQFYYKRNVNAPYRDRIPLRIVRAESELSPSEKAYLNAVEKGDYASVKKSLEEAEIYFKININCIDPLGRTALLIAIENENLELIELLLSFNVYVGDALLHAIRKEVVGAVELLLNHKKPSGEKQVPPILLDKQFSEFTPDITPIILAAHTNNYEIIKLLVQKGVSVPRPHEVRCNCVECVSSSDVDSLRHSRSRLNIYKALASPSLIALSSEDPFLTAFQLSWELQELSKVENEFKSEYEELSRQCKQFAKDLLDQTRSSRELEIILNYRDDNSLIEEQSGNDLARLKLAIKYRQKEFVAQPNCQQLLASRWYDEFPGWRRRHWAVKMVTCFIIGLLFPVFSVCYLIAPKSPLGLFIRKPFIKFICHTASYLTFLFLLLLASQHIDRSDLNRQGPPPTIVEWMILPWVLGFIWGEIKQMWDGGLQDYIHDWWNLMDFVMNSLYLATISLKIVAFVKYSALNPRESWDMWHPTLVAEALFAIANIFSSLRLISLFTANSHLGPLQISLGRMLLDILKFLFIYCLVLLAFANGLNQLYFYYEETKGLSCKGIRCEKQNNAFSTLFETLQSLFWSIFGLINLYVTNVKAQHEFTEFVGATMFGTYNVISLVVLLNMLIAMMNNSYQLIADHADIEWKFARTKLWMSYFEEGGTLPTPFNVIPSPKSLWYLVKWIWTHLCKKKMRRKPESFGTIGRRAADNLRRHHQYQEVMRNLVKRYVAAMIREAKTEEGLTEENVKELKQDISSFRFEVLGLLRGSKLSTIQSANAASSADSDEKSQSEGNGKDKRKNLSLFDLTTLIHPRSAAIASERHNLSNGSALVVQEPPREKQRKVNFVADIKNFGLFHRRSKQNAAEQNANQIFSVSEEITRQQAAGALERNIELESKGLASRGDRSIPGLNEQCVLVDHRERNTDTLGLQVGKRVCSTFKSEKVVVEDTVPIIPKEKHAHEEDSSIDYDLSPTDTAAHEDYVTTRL
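Test system – stable TRPC4beta/mu-opioid receptor HEK293 cells · Probe or stimulus – DAMGO, a submaximal dose followed by a maximal one · Dosing – one concentration per compound · Signal – Fluo4 calcium fluorescence by kinetic imaging, 5 s 1 Hz baseline · Evaluation – per-well B score of integrated baseline-normalized Fluo4 ratio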
MrgX1 antagonist: blocks BAM8-22 activation of human MrgX1 receptor; Q96LB2; MRGX1-HEK293 calcium flux, Fluo-4, BAM8-22 antagonism; active compounds read low; B-score at 10 µM; hit rate 1.3% among 310,000; AID 588676;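 active = calcium-response B-score plate-corrected more than 3 library SD below zero, starting fluorescence within 5 deviations, no agonist response on first addition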;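 note: peak minus trough fluorescence over baseline after final BAM8-22 challenge near maximal dose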
TRPC4 PAM: TRPC4 (mouse) allosteric potentiation. B-score at 10 µM. HEK293 TRPC4beta/mu-opioid, DAMGO EC20, Fluo-4 Ca2+ flux; active compounds read high. hit rate 0.42% among 310,000;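 active = B-score of calcium response area above 5 SD of library B-scores, with initial fluorescence ratio within 5 SD of library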;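 note: B-score of integrated fluorescence ratio over time as area under calcium response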
TRPC4 agonist: activators of mouse TRPC4 channel; B-score at 10 µM; Q9QUQ5; hit rate 0.49% among 310,000; HEK293 TRPC4beta/mu-opioid, Fluo4 calcium fluorescence; active compounds read high;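 active = B-score above 5 SD of library B-scores, and initial fluorescence ratio not above library mean plus 5 SD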;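 note: positive B-score marks a calcium rise read as TRPC4 activation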
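System: HEK293 cells stably co-expressing mouse TRPC4beta and mu-opioid receptor; Schedule: Fluo4 dye loading 45 min at room temperature, 110 s recording; Detection: Fluo4 fluorescence, kinetic; Evaluation: B-scored integrated calcium fluorescence ratio; Controls: buffer (low) and maximal DAMGO (high).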
TRPC6 act: activates the mouse TRPC6 cation channel; HEK293-TRPC6 membrane potential dye fluorescence; active compounds read high; hit rate 0.13% among 310,000; B-score at 10 µM; Q61143;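 active = B-score of the integrated fluorescence ratio above library mean plus 3 SD, and starting fluorescence ratio within library mean plus 5 SD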;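 note: higher score means more depolarization so channel activation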
HIF act: HIF pathway transcriptional activation. U2OS HRE-luciferase reporter, luminescence; normalized: DMSO 0%, desferrioxamine 100%. activation, % at 7.5 µM (by protocol). hit rate 0.32% among 300,000;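 active = mean activation of at least 10% of the iron chelator positive control signal, with at least half of replicates also reaching 10%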
MrgX1 PAM: allosterically activates human MrgX1 receptor signaling; Q96LB2; MrgX1-HEK293, Fluo-4 calcium flux, FDSS; active compounds read high; B-score at 10 µM; hit rate 0.63% among 310,000;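 active = plate-corrected calcium response at least 3 library SD above typical, normal starting fluorescence, not activating the receptor alone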;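 note: compound read alongside a low EC10 to EC30 dose of BAM8-22 agonist; peak minus trough fluorescence over baseline measured at the second addition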
TRPC6 inhibitor: blocks the mouse TRPC6 cation channel | AID 2553 | B-score at 10 µM | HEK293-TRPC6, membrane potential dye, ACh-evoked depolarization; active compounds read low | hit rate 1.1% among 310,000;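 active = B-score under library mean minus 3 SD, initial fluorescence not abnormally high, positive integrated signal ratio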;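 note: B-score derived from integrated fluorescence ratio over the kinetic read; more negative B-score means stronger inhibition of depolarization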
Active calls of the source: *; i = inactive; / = no result given.

compound	TRPC6 act	TRPC6 inhibitor	AI-2 QS mod	TRPC4 agonist	MrgX1 PAM	TRPC4 PAM	HIF act	MrgX1 antagonist	MrgX1 ag	PolyA inh	TRPC4 block
CN(CCC#N)C(=O)CC(Cc1ccccc1)C1CCOC(C)(C)C1 (configuration not stated)	i	i	17	i	i	i	-0.1	i	i	i	i
COc1ccc(N2C(=O)C(CN3CCCCC3)C2c2ccccc2)cc1 (configuration not stated)	i	i	-2	i	i	i	0.5	i	i	i	/
NC(=O)COC(=O)c1ccc(NS(=O)(=O)c2ccc3c(c2)OCCO3)cc1	i	i	34	i	i	i	-0.5	i	i	i	i
Cc1ccc(-c2nnn(CC(=O)N(c3ccccc3)C(C(=O)NCC3CCCO3)c3ccc(Cl)cc3)n2)cc1 (configuration not stated)	i	i	13	i	i	i	-0.7	i	i	i	i
Cc1ccc(S(=O)(=O)NCCC(=O)N2CCN(c3cccc(Cl)c3)CC2)cc1C	i	i	3	i	i	i	-0.3	i	i	i	i
CS(=O)(=O)N1CCCC(C(=O)NCc2ccc(F)cc2)C1 (configuration not stated)	i	i	19	i	i	i	-0.8	i	i	i	i
CC(=O)c1cccc(NC(=O)c2nc(-c3ccccc3)oc2C)c1	i	i	11	i	i	i	-0.1	i	i	i	i
COc1ccc(C(=O)NC(=S)N(C)C2CCCCC2)cc1	i	i	15	i	i	i	/	i	i	/	i
Cc1cc(C)n2nc(SCC(=O)NC3CCCCC3)nc2n1	i	i	16	i	i	i	0.5	i	i	i	i
O=C1[C@@H]2Cc3c([nH]c4ccccc34)C(c3ccc(Cl)cc3)N2C(=O)CN1CCO (some centres not stated)	i	i	2	i	i	i	-1.1	i	i	i	i
O=C(CN1CCC(Cc2ccccc2)CC1)Nc1ccc2c(c1)OCCO2	i	i	-8	i	i	i	-0.7	i	i	i	i
C=C(C)c1cccc(C(C)(C)NC(=O)N2CCN(c3ccccn3)CC2)c1	i	i	16	i	i	i	0.1	i	i	i	i
COc1cccc(CC(Cc2nc3ccccc3[nH]2)c2nc3ccccc3[nH]2)c1 (configuration not stated)	i	i	21	i	i	i	0.5	i	i	i	i
Cc1cc(C)cc(N(C(C)C(=O)NCCC2=CCCCC2)S(C)(=O)=O)c1 (configuration not stated)	i	i	7	i	i	i	-0.3	i	i	i	i
CCOC(=O)c1c(NC(=O)CSc2cn(CC)c3ccccc23)sc2c1CCC2	i	i	17	i	i	i	0.0	-6.5*	i	i	i
c1ccc(Cn2ncc3c(N4CCN(C(c5ccccc5)c5ccccc5)CC4)ncnc32)cc1	i	i	-6	i	i	i	-0.3	i	i	i	i
Cn1c(N2CCOCC2)c(/C=N/O)c2ccccc21	i	i	14	i	i	i	0.1	i	i	i	i
C=CCN(CC(O)c1cccc([N+](=O)[O-])c1)C(C)CCc1ccccc1 (configuration not stated)	i	i	17	i	16*	i	-1.2	i	i	i	-5*
C#CCOCCOCCOCCNc1nc(N2CCN(C(=O)[C@H]([C@@H](C)CC)n3cc([C@@H](N)Cc4ccc(O)cc4)nn3)CC2)nc(N2CCN(C(=O)[C@H](CCCCN)n3cc([C@@H](N)CO)nn3)CC2)n1	i	i	-6	i	i	i	0.2	i	i	i	i
Cc1ccc(C(=O)NC(C)C2CC3CCC2C3)c(C)c1 (configuration not stated)	i	i	0	i	i	i	1.2	i	i	i	i
O=C(NCc1ccc(F)cc1Cl)C1CCN(S(=O)(=O)N2CCC3(CC2)OCCO3)CC1	i	i	5	i	i	i	0.5	i	i	i	i
CCN(CC)C(=O)CCNS(=O)(=O)c1ccc(C)cc1	i	i	22	i	i	i	-0.8	i	i	i	i
N=C(N)SCc1ncccc1O	i	i	0	i	i	i	-0.1	i	i	i	i
Cc1ccc(S(=O)(=O)N(C)Cc2ccc(C(=O)NN=C3C4CC5CC(C4)CC3C5)cc2)cc1	i	i	6	i	i	i	-0.2	i	i	i	i
O=C(NCc1ccco1)C1CCN(C(=O)Cc2ccccc2)CC1	i	i	18	i	i	i	0.1	i	i	i	i
Cc1ccc(S(=O)(=O)N2CCCC(C(=O)NCCc3ccccc3)C2)cc1 (configuration not stated)	i	i	15	i	i	i	1.1	i	i	i	i
CCN1C(=O)c2cccc3c(NC(=O)c4ccccc4)ccc1c23	i	i	31	i	i	i	0.1	i	i	i	i
CCOC(=O)C1=C(N)OC2=C(C(=O)CC(C)(C)C2)C1c1cccnc1 (configuration not stated)	i	i	28	i	i	i	-1.4	i	i	i	i
CCC1C/C(=C\c2cc(OC)c(OC)cc2OC)C(=O)/C(=C/c2cc(OC)c(OC)cc2OC)C1 (configuration not stated)	i	i	14	i	i	i	2.8	i	i	i	i
Cc1nn(-c2ccc(N3CCCCC3)nn2)c(C)c1CCC(=O)Nc1ccc(F)cc1	i	i	52	i	i	i	2.4	i	i	i	i
Brc1ccc(-c2ccc(CNCc3ccccn3)o2)cc1	i	i	19	i	i	i	1.1	i	i	i	i
O=C(COC(=O)Cc1cccc(C(F)(F)F)c1)Nc1ccc2c(c1)OCCO2	i	i	4	i	i	i	-0.1	i	i	i	i
NNC(=O)CC(=O)NC1(Cc2ccc(O)cc2)CCCCC1	i	i	13	i	i	i	-0.1	i	i	i	i
CCOC(=O)c1ccc(NC(=O)CSc2nnc(CCc3ccc(C)o3)n2-c2ccccc2)cc1	i	i	16	i	i	i	0.0	i	i	i	i
COc1ccc(CC(=O)NCc2cccs2)cc1	i	i	23	i	i	i	-0.1	-6.6*	i	i	i
Clc1nc(-c2ccccc2)c2ccccc2n1	i	i	23	i	i	i	-0.9	i	i	i	i
CCNc1ccc(C(=O)OCC(=O)N(Cc2ccccc2)C(C)(C)C)cc1[N+](=O)[O-]	i	i	14	i	i	i	0.3	i	i	i	i
O=C1C=C(Nc2ccccc2O)c2ccccc2C1=O	i	i	-10	i	i	i	-1.5	i	i	i	i
CCCn1c(N)c(NCCN2CCOCC2)c(=O)n(CC(=O)NCc2ccccc2)c1=O	i	i	8	i	i	i	0.4	i	i	i	i
CCN(CC)C(=O)Cn1c(=O)n(CCC(=O)Nc2ccc(F)cc2)c(=O)c2sccc21	i	i	34	i	i	i	-0.5	i	i	i	i
O=C(N/N=C/c1ccc(Br)s1)c1cccc([N+](=O)[O-])c1	i	i	10	i	i	i	0.4	i	i	i	i
Cc1noc(/C=C/N(C)C)c1S(=O)(=O)N(C)CC(=O)N1CCc2ccccc21	i	i	9	i	i	i	-0.8	i	i	i	i
Cc1nc(N2CCN(c3ccccn3)CC2)c2c(C)c(C(=O)Nc3ccc(F)cc3F)sc2n1	i	i	24	i	i	i	0.3	i	i	i	i
COc1cccc(CNC(=O)CCn2c(=O)c3cccn3c3cccnc32)c1	i	i	23	i	i	i	-0.1	i	i	i	i
Cc1cccc(OCCCC(=O)N2CCCc3ccccc32)c1C	i	i	4	i	i	i	-0.2	i	i	i	i
O=C(CN1CCC(C(=O)c2ccc3c(c2)OCCO3)CC1)NCc1ccc(F)cc1	i	i	-6	i	i	i	-0.2	i	i	i	i
CCCc1cc(=O)[nH]c(SCC(=O)Nc2ccc([N+](=O)[O-])cc2C#N)n1	i	i	16	i	i	i	0.1	i	i	i	i
O=C(O)CSc1nnc(-c2cccnc2)n1Cc1ccccc1	i	i	11	i	i	i	-0.2	i	i	i	i
Cc1ncc(CO)c(/C=N/N=C/c2ccccc2O)c1O	i	i	11	i	i	i	1.0	i	i	i	i
CC(=O)c1ccc(NC(=O)NC2CCCc3ccccc32)cc1 (configuration not stated)	i	i	15	i	i	i	1.4	i	i	i	i
COc1ccc(-c2cnnn2-c2ccc(NC(=O)c3ccc(S(=O)(=O)N4CCCCC4)cc3)cc2)cc1	i	i	0	i	i	i	-0.6	i	i	i	i
O=C(O)CN(c1ccccn1)S(=O)(=O)c1ccc(Cl)cc1	i	i	26	i	i	i	-31	i	i	i	i
O=C(c1cccc(F)c1)N1CCC(N2CCOCC2)CC1	i	i	19	i	i	i	0.1	i	i	i	i
CCc1ccc(/C=N/NC(=O)c2cc(C3CC3)nc3ccccc23)s1	i	i	22	i	i	i	0.0	i	i	i	i
Cc1cc(=O)[nH]c(SCC(=O)NC(c2ccccc2)c2ccccc2)n1	i	i	/	i	i	i	-0.6	i	i	i	i
O=c1[nH]c2ccccc2nc1/C=C/c1ccccc1	i	i	5	i	i	i	3.5	i	i	i	i

Additional structures.
compound	TRPC6 act	TRPC6 inhibitor	AI-2 QS mod	TRPC4 agonist	MrgX1 PAM	TRPC4 PAM	HIF act	MrgX1 antagonist	MrgX1 ag	PolyA inh	TRPC4 block
CN(C)S(=O)(=O)c1ccc(NC(=O)CSc2nc3ccccc3n2-c2ccccc2)cc1	i	i	3	i	i	i	0.1	i	i	i	i
CC1(C)CC(=O)C2=C(C1)OC1OC(=O)CC21C (configuration not stated)	i	i	-10	i	i	i	0.3	i	i	i	i
O=C(O)CC(NC(=O)C(c1ccccc1)c1ccccc1)c1ccc(F)cc1 (configuration not stated)	i	i	9	i	i	i	0.8	i	i	i	i
Cc1ccc(NC(=O)CSc2sc3c(O)cc(=O)[nH]c3c2C#N)c(F)c1	i	i	20	i	i	i	0.1	i	i	i	i
COc1ccc(/C=C/C(=O)c2cc3cccc(OC)c3oc2=O)cc1	i	i	9	i	i	i	0.1	i	i	i	i
CC(C)CCNC(=O)CCc1nnc(COc2ccccc2)o1	i	i	-10	i	/	i	0.1	/	/	i	i

Screening data (PubChem BioAssay)

Only part of the results is shown; rates above refer to the full screens.
